# KCNH2 3.1 inh = qHTS for Inhibitors of KCHN2 3.1: Mutant qHTS. Potassium voltage-gated channel subfamily H member 2, brain isoform KCNH2 3.1 (human). U2OS KCNH2 3.1, thallium flux FluxOr; stronger effect = lower value. activity change, % (tested at about 1.8 µM). 0.95% of 340,000 active. AID 720553, 2013;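 active means maximum activity change below -70%; inconclusive means maximum activity change from -70% to -50%; inactive means maximum activity change above -50%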;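 further: thallium influx rate constant from kinetic fluorescence after stimulation buffer; on the % scale 0 is the no-effect control and ±100 the full control effect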
#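 Measured as rate of thallium-driven FluxOr signal in transduced U2OS cells carrying the 3.1 channel, read kinetically for 2 min upon stimulation; values are rate constants scaled to DMSO control wells.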
# GALK inhibitor = qHTS Assay for Inhibitors of Human Galactokinase (GALK); P51570; Purified GALK, Kinase-Glo residual ATP luminescence; Potency, µM (titrated, usually from 57.5 µM), for the others: at the highest dose activity change, negative = inhibition, hits mostly inhibitors; 0.007% of 270,000 active; AID 1868, 2009; further: potency means the concentration at half of the fitted maximal effect; on the % scale 0 is the no-effect control and ±100 the full control effect
#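 Human GALK (5 nM) with 35 uM ATP and 100 uM galactose in 20 mM HEPES pH 8.0, 5 mM MgCl2, 60 mM NaCl, 1 mM DTT, 0.01% BSA. After 1 h at room temperature, leftover ATP was read by Kinase-Glo Plus luminescence.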
# ASM inhibitor = Inhibitors of Secretory Acid Sphingomyelinase (S-ASM): qHTS; Potency, µM (doses to about 57.5 µM), inactives show at the highest dose activity change, negative = inhibition, most hits filed as inhibitors; AID 504937, 2011; placental ASM, HMU-PC fluorogenic substrate, 60 min; 0.006% of 340,000 active; further: potency means the concentration at half of the fitted maximal effect
# Target sequence (P17405 47-631 limits assumed): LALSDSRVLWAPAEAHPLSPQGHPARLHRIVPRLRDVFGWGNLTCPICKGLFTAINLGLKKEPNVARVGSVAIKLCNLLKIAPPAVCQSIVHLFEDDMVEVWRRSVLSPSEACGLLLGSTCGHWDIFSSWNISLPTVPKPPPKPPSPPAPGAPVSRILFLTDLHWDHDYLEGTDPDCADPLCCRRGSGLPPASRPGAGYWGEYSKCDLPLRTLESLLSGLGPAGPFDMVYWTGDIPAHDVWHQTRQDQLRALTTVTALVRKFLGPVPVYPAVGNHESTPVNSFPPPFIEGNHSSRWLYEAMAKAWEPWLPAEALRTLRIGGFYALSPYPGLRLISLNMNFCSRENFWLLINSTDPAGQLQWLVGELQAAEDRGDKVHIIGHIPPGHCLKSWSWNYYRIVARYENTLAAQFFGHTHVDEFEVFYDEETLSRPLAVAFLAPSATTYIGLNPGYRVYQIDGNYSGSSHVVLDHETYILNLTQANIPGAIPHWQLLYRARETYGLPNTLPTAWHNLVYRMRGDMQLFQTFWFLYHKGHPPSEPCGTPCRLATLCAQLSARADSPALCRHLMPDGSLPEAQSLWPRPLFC
#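 Human placenta-derived ASM enzyme was preincubated with compound for 10 minutes at room temperature, then given fluorogenic substrate HMU-PC0 (9 uM final) for 60 minutes at 37 °C; a pH 10 stop preceded fluorescence reading at Ex 386/Em 447 nm.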
# MLL CXXC-DNA inh = qHTS Fluorescence Polarization Assay for Inhibitors of MLL CXXC domain - DNA interaction; MLL-CXXC / FITC-HOXA9 DNA fluorescence polarization; Potency, µM (series often up to 115 µM), for the others: at the highest dose activity change, negative = inhibition, actives largely listed as inhibitors; 0.037% of 290,000 active; AID 2662, 2010; active means well fitted inhibition curve with a large enough effect in the polarisation, with a control signal flat, not every such curve was filed as active; inconclusive means small, poorly fitted or top-dose-only effect, or effect the other way, or a change in a side signal; inactive means no such curve, though single readings can be large or run the other way; the % refers to the polarisation; further: potency means the concentration at half of the fitted maximal effect
#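 Fluorescence polarization: 7 uM MLL-CXXC (stock) preincubated 5 min with compounds, then 50 nM fluorescein-HOX-A9 DNA (stock) added; 30 min ambient. Buffer 50 mM Tris-HCl pH 7.5, 50 mM NaCl, 1 mM DTT, 0.05% BSA.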
# a7 integrin act = qHTS for Activators of Integrin-Mediated Alleviation for Muscular Dystrophy; AID 624291, 2012; Potency, µM (highest dose often 38.3 µM), without a hit: top-dose activation, hits mostly activators; alpha7betagal myoblasts, beta-gal FDG fluorescence, 48 h; 0.064% of 350,000 active;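 further: potency means the concentration at half of the fitted maximal effect; 100% = response of the positive control SU9516; nearly all actives have a fitted effect of over 60% in size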
#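 Alpha7betagal+/- myoblasts (passage 13) were plated 16-24 hr, then exposed to compounds (1:260 dilution of DMSO stock) for 48 hours at 37C. After MPER lysis, β-galactosidase reporter activity was read as FDG fluorescence (ex 480/em 540) after 30 minutes.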
# A-T KAP1 phos = qHTS Assay for Identifying a Potential Treatment of Ataxia-Telangiectasia; […] A-T fibroblasts, KAP-1 phosphorylation AlphaLISA; neocarzinostatin DNA damage 30 min before lysis; 0.19% of 320,000 active; Potency, µM (doses to about 57.5 µM), for inactives: top-dose activation, usual class: activators; further: potency means the concentration at half of the fitted maximal effect; % of control where 0% means no effect; nearly all actives have a fitted effect of over 45% in size
#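 ATM-like activity read as KAP-1 phosphorylation via AlphaLISA donor/acceptor antibody pairs after lysis and 6 hr at 25C. Cells were ATM-null patient fibroblasts ([…], hTERT), dosed 60 min, then exposed to the DSB inducer NCS for 30 min.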
# Coupling enz = qHTS Assay for Inhibitors of Fructose-1,6-bisphosphate Aldolase from Giardia Lamblia: Coupling assay counterscreen | 0.67% of 290,000 active | activity change, negative = inhibition, % at 58.2 µM, hits read low | coupling enzyme system counterscreen, AmpLite Red fluorescence; in the data active means activity change below about -30%; further: on the % scale 0 is the no-effect control and ±100 the full control effect
#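 Fluorescence at 525 nm excitation and 598 nm emission measured inhibition of the coupled detection system without aldolase. Compounds (at 57.5 uM final) were preincubated 10 min at room temperature with coupling enzyme reagent before a 20 min substrate/AmpLite Red step.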
# hERG WT inh = qHTS for Inhibitors of KCHN2 3.1: Wildtype qHTS; U2OS, BacMam KCNH2, thallium flux FluxOr; stronger effect = lower value; activity change, % at 1.84 µM; 0.37% of 340,000 active;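 active means maximum activity change below -70%; inconclusive means maximum activity change between -70% and -50%; inactive means maximum activity change above -50%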; further: on the % scale 0 is the no-effect control and ±100 the full control effect
#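 U2OS cells transduced with wild-type KCNH2 virus are loaded with FluxOr dye for 45 min, and thallium flux is measured in kinetic reads before and after stimulation buffer. Rate constants are normalized to DMSO controls.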
# MBNL1-CUG inh = qHTS Assay for Inhibitors of MBNL1-poly(CUG) RNA binding. TR-FRET MBNL1-His/biotin-(CUG)12 binding, 665/545 ratio. Muscleblind-like protein 1 (Homo sapiens), Q9NR56. 0.036% of 280,000 active. AID 2675, 2010. Potency, µM (series often up to 57.5 µM), for the others: at the highest dose activity change, negative = inhibition, actives largely listed as inhibitors; active means well fitted inhibition curve with a large enough effect in the signal ratio, with a control signal flat, not every such curve was filed as active; inconclusive means small, poorly fitted or top-dose-only effect, or effect the other way, or a change in a side signal; inactive means no such curve, though single readings can be large or run the other way; the % refers to the signal ratio; further: potency means the concentration at half of the fitted maximal effect; on the % scale 0 is the no-effect control and ±100 the full control effect
# Target sequence (Q9NR56 whole entry, looked up): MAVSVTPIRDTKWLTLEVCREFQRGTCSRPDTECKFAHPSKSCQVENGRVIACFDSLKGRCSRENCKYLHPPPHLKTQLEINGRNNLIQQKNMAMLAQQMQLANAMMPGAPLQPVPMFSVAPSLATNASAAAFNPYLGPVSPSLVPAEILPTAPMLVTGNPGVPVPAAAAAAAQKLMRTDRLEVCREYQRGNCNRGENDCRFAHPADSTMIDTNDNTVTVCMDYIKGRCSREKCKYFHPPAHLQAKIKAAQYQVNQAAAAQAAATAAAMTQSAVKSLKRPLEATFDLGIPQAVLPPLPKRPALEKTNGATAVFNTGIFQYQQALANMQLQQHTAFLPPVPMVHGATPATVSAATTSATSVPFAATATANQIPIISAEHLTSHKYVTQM
#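 Compounds (final 92 nM to 58 uM) are added to His-tagged MBNL1 and biotin-(CUG)12, then terbium anti-His antibody and streptavidin-XL665 (5 nM final). After 60 min at room temperature, the 665/545 nm ratio is read.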
# TRPV1 ag = HTS Assay for Compounds that Act as Agonists of the Vanilloid Receptor 1; activation, % at 8.33 µM; TRPV1-expressing cells, Fluo-8 calcium influx, agonist mode; Transient receptor potential cation channel subfamily V member 1 (Homo sapiens), Q8NER1; 0.19% of 320,000 active; AID 540275, 2011; in the data active means activation above about 80%; inconclusive means between about 30% and that limit; further: 0% is about no effect
#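 Cells expressing TRPV1 were dye-loaded with Fluo-8 and read kinetically: 10 s baseline, 3 min after compound (agonist portion), then 2 min after EC20 capsaicin (allosteric enhancer portion). Calcium-bound dye fluorescence at 480/520 nm.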
# * marks the source's active call; other numbers are inactive results; ? = inconclusive; nt = not tested or not shown; [ ] = dose if it differs, or a comment. Unless noted, the call rests on the fitted dose curve; in most records, active means well fitted curve in the direction sought with a large enough effect; inconclusive means small, poorly fitted or top-dose-only effect, or another doubt; inactive means no such curve, though single readings can be large; an effect the other way counts as inactive or inconclusive.
no. | smiles | KCNH2 3.1 inh | GALK inhibitor | ASM inhibitor | MLL CXXC-DNA inh | a7 integrin act
1 | CCc1ccc(NC(=S)N2CCC(NC(=O)c3ccccc3OC)CC2)cc1 | -12 | -1% | -10% | 7% | -12%
2 | Cc1ccc2oc(C(=O)N(C)Cc3ccon3)c(C)c2c1 | 8 | -1% | -5% | -7% | 9%
3 | COc1cc(NC(=O)CN2CCN(c3ccccc3F)CC2)cc(OC)c1 | -11 | 1% | 3% | 0% | -7%
4 | CCOc1cc(C2C(C(=O)N3CCCCC3)=C(C)NC3=C2C(=O)CC(C)(C)C3)ccc1O (stereo not given) | -1 | nt | 33%[activator] | -1% | 1%
5 | CC(=O)NS(=O)(=O)c1ccc2c(c1)C(=O)c1cc(S(=O)(=O)NC(C)=O)ccc1-2 | 16 | 3% | 5% | -23% | 1%
6 | CC(=O)c1cccc(NC(=S)N2CCC(Cc3ccccc3)CC2)c1 | -35 | -3% | -5% | 11% | 12%
7 | CC(C)OC(=O)CCc1nc2ccccc2[nH]c1=O | -38 | -2% | 11% | -1% | 12%
8 | CCOC(=O)N1CCN(C(=O)c2cc3c(s2)-c2ccccc2OC3)CC1 | 5 | 0% | 445%[activator] | 9% | 0%
9 | CC(Oc1ccccc1F)C(=O)NNC(=O)c1cccc(S(=O)(=O)N2CCN(C)CC2)c1 (stereo not given) | 3 | nt | -1% | nt | -18%
10 | O=C(CCCOc1ccccc1)Nc1cccnc1 | 12 | -3% | 2% | -3% | -3%
11 | O=C(COc1cccc2ccccc12)N/N=C/c1ccc(Sc2nc3ccccc3s2)o1 | -1 | 1% | -8% | 23% | -20%
12 | CCCN1C=CC(=CC=C(C#N)C#N)C=C1 | 3 | 1% | -18% | ? | 4%
13 | NS(=O)(=O)c1ccc(NC(=O)CCCC(=O)O)cc1 | 2 | 0% | 3% | -4% | -5%
14 | COC(=O)CNC(=O)C1CCCN1C(=O)OC(C)(C)C (stereo not given) | 16 | -2% | 2% | -26% | 0%
15 | CCN(C(=O)CSc1nnc(-c2ccco2)n1Cc1ccccc1)C1CCS(=O)(=O)C1 (stereo not given) | 19 | nt | -1% | nt | 9%

no. | A-T KAP1 phos | Coupling enz | hERG WT inh | MBNL1-CUG inh | TRPV1 ag
1 | 0% | -1 | 28 | -8% | 19
2 | -3% | nt | -13 | 1% | 12
3 | 4% | 1 | -4 | 10% | 4
4 | 2% | 2 | 3 | -10% | -2
5 | -18% | -3 | 9 | ? | -5
6 | -2% | 1 | 1 | 1% | 28
7 | -12% | 1 | 3 | 7% | -4
8 | 19% | 1 | -15 | ? | ?
9 | -9% | nt | 9 | nt | 0
10 | nt | 2 | -35 | 30% | ?
11 | 1% | 0 | 10 | 4% | 0
12 | -3% | 0 | -6 | ? | ?
13 | -11% | 1 | -21 | -1% | -3
14 | 13% | -4 | 0 | 3% | 2
15 | -2% | nt | 10 | nt | -2

# Further records follow:
no. | smiles | KCNH2 3.1 inh | GALK inhibitor | ASM inhibitor | MLL CXXC-DNA inh | a7 integrin act
16 | CN(Cc1nc(-c2ccc(Cl)cc2)no1)C(=O)CCN1C(=O)[C@H]2CC=CC[C@H]2C1=O | 9 | 7% | -1% | 12% | -18%
17 | COc1ccc(-c2nnc(SCC(=O)c3[nH]c(C)c(C(C)=O)c3C)o2)cc1 | -6 | -2% | -1% | 9% | -51%[inhibitor]
18 | CC(=O)Nc1ccc(S(=O)(=O)N2CCCC2)cc1 | -6 | -5% | 5% | 3% | 2%
19 | CCOc1ccccc1NC(=O)CC(O)(C(F)(F)F)C(F)(F)F | -1 | 1% | -1% | -1% | 3%
20 | COc1cc(/C=N/n2nnnc2N)ccc1OCC(N)=O | 18 | -1% | 1% | 1% | 0%
21 | CCc1cc(-c2n[nH]c(CCC(=O)O)c2-c2nc3ccccc3n2C)c(O)cc1O | -1 | -3% | 1% | -6% | 5%
22 | COc1cc(C(=O)Nc2cccc(-c3nc4ccccc4o3)c2C)cc(OC)c1OC | 2 | -3% | -2% | 1% | 7%
23 | Cc1cc(OCCCC(=O)NC2=NCCS2)ccc1Cl | 2 | 1% | -1% | 2% | 26%
24 | O=C(NC(=S)Nc1ccc(N2CCOCC2)cc1)c1cccc(Cl)c1Cl | 5 | 2% | 4% | 13% | -22%
25 | COc1ccc(C(=O)NCCS(=O)(=O)N2CCOCC2)cc1 | -2 | nt | 4% | nt | 7%
26 | Cn1c(SCC(=O)NNC(=O)c2ccc(Cl)cc2)nnc1-c1cccnc1 | -1 | 14% | 1% | 14% | -3%
27 | O=C1NC2(CCCC2)C(=O)N1CCS(=O)(=O)Oc1ccccc1 | 4 | 0% | 5% | 9% | 14%
28 | COc1ccc(OCc2cc(C(=O)NC3CCc4ccccc43)no2)c(Cl)c1 (stereo not given) | 10 | 3% | -9% | 26% | 7%
29 | COc1ccc(-c2cc(C(F)(F)F)nc(N3CCN(C)CC3)n2)cc1 | -8 | -3% | -1% | 20% | -53%[inhibitor]
30 | O=C(c1c(Cl)cccc1Cl)N1CCN(c2cccc3[nH]ccc23)CC1 | 8 | 2% | -1% | 5% | ?

no. | A-T KAP1 phos | Coupling enz | hERG WT inh | MBNL1-CUG inh | TRPV1 ag
16 | 5% | -1 | 0 | -2% | 2
17 | -6% | 1 | -4 | 33%[activator] | 30
18 | 0% | 1 | -10 | 1% | -1
19 | 5% | -7 | 3 | -13% | 0
20 | 5% | 5 | -11 | 13% | 1
21 | 4% | -7 | -3 | -10% | 1
22 | 3% | 0 | -16 | -6% | 3
23 | 4% | 1 | 4 | 0% | 4
24 | -3% | 1 | 0 | -6% | -1
25 | 2% | nt | -5 | nt | -3
26 | -15% | 3 | -8 | -3% | 0
27 | 0% | 2 | -11 | nt | 2
28 | 0% | nt | -11 | 0% | 4
29 | 5% | -1 | -3 | 0% | 16
30 | -10% | -20 | 11 | 0% | 27

# Continued.
no. | smiles | KCNH2 3.1 inh | GALK inhibitor | ASM inhibitor | MLL CXXC-DNA inh | a7 integrin act
31 | CCOc1ccc2nc(NC(=O)Cn3c(C)csc3=O)sc2c1 | 12 | nt | -2% | nt | -14%
32 | O=c1[nH]c(=O)n(C2OC(CO)C(O)C2O)cc1N1CCOCC1 (stereo not given) | -8 | nt | 0% | nt | 18%
33 | Cc1ccc2nc(-c3ccccc3)cc(C(=O)O)c2c1 | -14 | 1% | 4% | -4% | -22%
34 | C=C1SC(=Nc2ccccc2Cl)N(C(=O)c2sc3ccccc3c2Cl)C1(C)C | -3 | 2% | -2% | 4% | ?
35 | C[C@@H]1C2CC(C/C2=N\NC(=O)c2ccncc2)C1(C)C (stereo not given in full) | -25 | 5% | 2% | 0% | -34%
36 | CCOC(=O)c1sc(NC(=O)c2ccc(S(=O)(=O)N(CC)CC)cc2)nc1C | 9 | 1% | 15% | 4% | 16%
37 | COc1ccc(OC)c(NC(=O)N2CCc3ccccc3C2)c1 | 6 | 0% | 5% | 17% | 13%
38 | Cc1cc(Cl)c(S(=O)(=O)Nc2ccccn2)cc1OCC(N)=O | 3 | 0% | 0% | 7% | 7%
39 | CCC(CC)NC(=O)COC(=O)CCC(=O)c1ccc(Cl)cc1 | -1 | 7% | 1% | 3% | 35%
40 | CS(=O)(=O)c1ccc(Cl)c(NC(=O)c2cc(=O)[nH]c3ccc(S(=O)(=O)N4CCOCC4)cc23)c1 | 9 | nt | 5% | nt | -10%

no. | A-T KAP1 phos | Coupling enz | hERG WT inh | MBNL1-CUG inh | TRPV1 ag
31 | 10% | nt | -2 | nt | 30
32 | nt | nt | -9 | nt | nt
33 | -9% | -9 | -8 | 25% | 0
34 | 15% | 7 | 9 | 20% | -2
35 | 2% | nt | -19 | -3% | 3
36 | -1% | 3 | -1 | 67%[activator] | 1
37 | 1% | nt | -7 | -6% | 6
38 | 10% | 1 | 0 | -6% | -5
39 | -3% | 0 | 5 | -4% | 9
40 | 1% | nt | -13 | nt | 0

# Only hERG WT inh, for three of the compounds above:
no. | Compound | hERG WT inh
35 | C[C@@H]1C2CC(C/C2=N\NC(=O)c2ccncc2)C1(C)C (stereo not given in full) | -19
36 | CCOC(=O)c1sc(NC(=O)c2ccc(S(=O)(=O)N(CC)CC)cc2)nc1C | -1
37 | COc1ccc(OC)c(NC(=O)N2CCc3ccccc3C2)c1 | -7
